Source: PubChem BioAssay (several laboratories)
M5 PAM – human M5 muscarinic receptor positive allosteric modulators, primary screen, CHO-K1 cells, Fluo-8 calcium fluorescence. Muscarinic acetylcholine receptor M5 (Homo sapiens), P08912. CHO-K1 hM5, ACh EC20 PAM; 0% = ACh EC20, 100% = ACh EC100. activation, % at 3 µM. actives 0.3% (n = 360,000). AID 624038, 2012;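 active means activation above the run cutoff, the mean activation of all test compounds plus 3 SD, cut at about 18% in these data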
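Measured by: Fluo-8 calcium fluorescence; material: human M5 receptor in CHO-K1 cells; schedule: Post-acetylcholine fluorescence recording 140 s; benchmarks: low control EC20 acetylcholine (0%), high control EC100 acetylcholine (100%); read-out: Max/basal fluorescence ratio as % of EC20–EC100 ACh window; compound: single dose, 3 µM nominal final test concentration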
CRFR2-BP ag – agonists of CRF-BP/CRF-R2 complex, primary screen, cell-based, HEK293, calcium dye fluorescence, uHTS; CRF-binding protein / CRF receptor 2 complex (human); calcium dye fluorescence (FLIPR); percent of saturating CRF peptide response; activation, % at 13.2 µM; actives 0.46% (n = 350,000); AID 588473, 2011;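 active means activation of at least 50%, plus an integration ratio under a set limit after plate pattern correction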;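 further: plate controls were neutral control wells without compound for no effect and CRF at EC100 for full effect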
CHO-K1 Ca PAM – nonselective calcium activators in parental CHO-K1 cells, primary screen, counter-screen for M1 PAM project, cell-based, Fluo-8 calcium fluorescence, full deck, 1536-well; ATP EC20; 0% at ATP EC20, 100% at ATP max; activation, % at 3 µM; actives 0.02% (n = 360,000); AID 602247, 2012;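 active means activation above the run cutoff, the mean activation of all test compounds plus 3 SD, cut at about 40% in these data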;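 further: peak over basal fluorescence ratio in a 140 s read after ATP addition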
CHRM5 agonist – human M5 muscarinic receptor agonists, primary screen, CHO-K1 cells, Fluo-8 calcium fluorescence; Muscarinic acetylcholine receptor M5 (Homo sapiens), P08912; activation, % at 3 µM; actives 0.19% (n = 360,000); CHO-K1 hM5 cells; 0% DMSO wells, 100% maximal acetylcholine response;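 active means activation above the run's mean over test compounds plus 3 SD, cut at about 23% in these data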;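 further: signal is peak over basal fluorescence ratio across the kinetic read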
M4 PAM – human M4 muscarinic receptor positive allosteric modulators, primary screen, CHO-K1 cells, Fluo-8 calcium fluorescence | CHO-K1 hM4/Gqi5, ACh EC20; 0% = ACh EC20, 100% = maximal ACh | activation, % at 3 µM | actives 0.4% (n = 360,000) | AID 624126, 2012;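 active means activation above its plate's cutoff, the mean activation of sample wells plus 3 SD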; further: some results filed as inactive read as strong as hits
Target sequence (P08173 whole entry, looked up): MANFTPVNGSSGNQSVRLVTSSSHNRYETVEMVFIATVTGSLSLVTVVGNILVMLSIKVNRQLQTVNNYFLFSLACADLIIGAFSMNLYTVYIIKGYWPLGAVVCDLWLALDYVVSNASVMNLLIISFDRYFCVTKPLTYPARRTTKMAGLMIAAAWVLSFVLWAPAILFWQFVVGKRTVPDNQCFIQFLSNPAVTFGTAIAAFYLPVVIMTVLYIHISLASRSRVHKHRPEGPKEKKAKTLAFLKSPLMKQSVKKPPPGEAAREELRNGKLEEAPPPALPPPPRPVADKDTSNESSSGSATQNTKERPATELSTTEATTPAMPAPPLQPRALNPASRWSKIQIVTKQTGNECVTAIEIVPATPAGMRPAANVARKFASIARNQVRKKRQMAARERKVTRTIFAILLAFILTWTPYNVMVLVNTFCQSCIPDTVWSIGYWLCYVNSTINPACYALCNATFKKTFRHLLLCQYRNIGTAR
CRFBP-R2 block – antagonists of CRF-BP/CRF-R2 complex, primary screen, cell-based, HEK293, calcium dye fluorescence, uHTS. CRF-induced calcium fluorescence. actives 0.59% (n = 350,000). inhibition, % at 11.8 µM;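 active means inhibition of the ligand-induced calcium signal above about 50% at the single tested concentration, limit read from the data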
TAAR1 antag – human TAAR1 antagonists, primary screen, Fluo-8 calcium fluorescence, CHO RD-HGA16 cells; antagonist; inhibition, % at 3 µM; actives 1.5% (n = 360,000); AID 624466, 2012;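 active means inhibition above a per-plate cutoff, the mean inhibition of test compounds on that plate plus 3 SD, cut at about 49% in these data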;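 further: 0% = DMSO plus EC80 beta-PEA response and 100% = DMSO alone without agonist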
Target sequence (Q96RJ0 whole entry, looked up): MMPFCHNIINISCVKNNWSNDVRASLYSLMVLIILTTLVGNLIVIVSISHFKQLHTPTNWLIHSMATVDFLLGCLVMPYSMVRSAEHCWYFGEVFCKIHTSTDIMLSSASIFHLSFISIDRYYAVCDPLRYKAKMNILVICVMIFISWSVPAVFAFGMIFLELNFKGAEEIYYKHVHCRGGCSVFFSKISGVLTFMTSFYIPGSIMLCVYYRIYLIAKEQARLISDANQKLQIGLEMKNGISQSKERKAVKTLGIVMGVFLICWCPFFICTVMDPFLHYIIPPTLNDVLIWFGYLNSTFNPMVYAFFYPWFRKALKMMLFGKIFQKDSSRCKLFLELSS
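Assay system: CHO-derived RD-HGA16 cells stably expressing human TAAR1 plus Gα16. Timing: 140 s kinetic read after compound, 140 s after agonist. Technique: kinetic Fluo-8 calcium fluorescence measurement. Measure: % inhibition of agonist calcium response.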
TAAR1 ag – human TAAR1 agonists, primary screen, Fluo-8 calcium fluorescence, CHO RD-HGA16 cells | Trace amine-associated receptor 1 (Homo sapiens), Q96RJ0 | vehicle wells 0%, saturating PEA agonist 100% | activation, % at 3 µM | actives 0.99% (n = 360,000);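 active means activation above the mean activation of all test compounds in the run plus 3 SD, cut at about 38% in these data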
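System: CHO RD-HGA16 cells carrying human TAAR1 plus Gα16; Incubation: 17-24 h seeding, 75 min 37 °C dye, 30 min RT; Measured by: Fluo-8 fluorescence, 5 s baseline then 140 s kinetic read; Control set: DMSO and PEA EC100; Replication: single well for each compound.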
CHRM5 antagonist – human M5 muscarinic receptor antagonists, primary screen, CHO cells, Fluo-8 calcium fluorescence; actives 0.59% (n = 360,000); CHO-hM5 cells, ACh EC80; AID 624040, 2012; Muscarinic acetylcholine receptor M5 (Homo sapiens), P08912; inhibition, % at 3 µM;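 active means inhibition above a per-plate cutoff, the mean of that plate's test compounds plus 3 SD, cut at about 27% in these data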;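 further: 0% = acetylcholine EC80 with DMSO and 100% = DMSO without agonist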
* = called active by the depositor; nt = not tested or not shown. This is a random part of the collection. About 4.2% of those tested had a hit in this group.

Every second line gives: M5 PAM, CRFR2-BP ag, CHO-K1 Ca PAM, CHRM5 agonist, M4 PAM, CRFBP-R2 block, TAAR1 antag, TAAR1 ag, CHRM5 antagonist
> CCn1c(SCC(=O)NC2CCCC2)nnc1-c1ccoc1C
    8.9, -0.8, 15.5, -2.5, -1.4, 14.3, -18.5, 8.4, -9.0
> O=C(NCCc1c[nH]c2ccc(Cl)cc12)c1ccc([N+](=O)[O-])cc1
    2.5, 0.5, 14.8, -2.2, 1.5, 6.1, 45.2, 1.0, 3.5
> COc1ccccc1N(C)S(=O)(=O)c1ccc(C(=O)OCC(=O)Nc2ccc(C(N)=O)cc2)cc1
    -3.4, -0.5, -18.0, 2.1, -4.2, 5.3, 19.0, 0.6, -2.4
> CCCCC1CC(C)(C(=O)CSc2nc3ccccc3s2)OC1=O (stereo not drawn)
    -3.3, 0.2, 12.7, -1.8, -7.4, 33.3, 36.7, 4.5, 3.1
> Cc1onc(-c2c(Cl)cccc2Cl)c1NC(=O)N(C)N
    7.8, -3.8, -2.4, 0.0, -4.9, 11.9, -17.1, 4.0, 0.9
> CCN(CC(=O)Nc1cc(Cl)ccc1C)C(=O)CCOc1ccc(C)cc1
    -4.6, 0.7, -11.4, -4.7, 2.5, 22.2, -25.1, -2.8, 2.7
> Cc1cc(=O)[nH]c(=O)n1Cc1ccccc1
    9.6, 1.7, 1.4, 2.7, 19.6, -2.8, -9.1, 0.4, -4.3
> CCC(c1nc2ccccc2[nH]1)N(CCCn1ccnc1)C(=O)c1ccc(C(F)(F)F)cc1 (stereo not drawn)
    -1.4, nt, -5.4, -2.4, 4.6, nt, -1.8, 0.7, 1.6
> CCC(CC)NC(=O)Cc1ccccc1[N+](=O)[O-]
    1.5, 0.7, 3.9, -1.4, 2.5, -23.3, -13.7, 5.0, 8.3
> CC(=O)N(C)c1ccc(OCC(O)COc2ccc(N(C)C(C)=O)cc2)cc1
    0.5, -0.5, 4.7, -1.3, -5.2, -8.3, 6.5, 2.4, -8.1
> COc1ccc(C(C)(NC(C)=O)c2nc(-c3cccc(NC(C)=O)c3)cs2)cc1 (stereo not drawn)
    1.7, nt, 20.2, 2.4, 9.1, nt, -20.6, 1.2, 2.6
> CCN(c1cccc(C)c1)S(=O)(=O)c1ccc2[nH]c(=O)c(=O)[nH]c2c1
    0.7, -0.5, 18.8, -2.7, 7.3, 11.4, nt, nt, 2.8
> CC(C)(C)N1CC23CCC(C[C@@H]2C1=O)O3 (stereo partly drawn)
    2.5, 1.3, 21.9, 2.1, 9.8, 3.5, -13.6, 2.5, 5.2
> COc1ccc(C2CC(c3cccs3)Nc3nnnn32)cc1 (stereo not drawn)
    -0.3, -1.4, 6.2, 8.0, -0.3, -12.1, -14.9, 3.2, 2.6
> COc1ccccc1CC1(C)NC(=O)N(CC(=O)Nc2cc(C)on2)C1=O (stereo not drawn)
    1.9, -0.2, 3.3, -6.5, -1.2, -10.5, 2.1, 2.1, -6.3
> CC(C)NC(=O)C1(C)CCCN1C(=O)c1ccccc1Br (stereo not drawn)
    -0.5, nt, 6.0, 4.1, 2.6, nt, -20.8, 1.2, 11.2
> COc1ccc(OCC(=O)NNC(=S)NC(=O)c2ccc([N+](=O)[O-])cc2)cc1
    5.6, 1.1, -1.0, 1.5, -0.1, -7.2, -7.6, 1.5, -4.7
> O=C1CCCc2oc3c(cc(NS(=O)(=O)c4ccc5c6c(cccc46)C(=O)N5)c4ccccc43)c21
    -2.9, -1.5, -2.9, -11.0, -17.0, -11.6, 7.7, 1.7, 7.2
> O=S(=O)(c1ccc(Br)cc1F)N1CCCCC1CCO (stereo not drawn)
    6.2, -0.9, 15.7, 0.2, 0.6, 3.1, -11.0, 0.8, -11.0
> OCC1(CCc2ccccc2)CCN(C/C=C/c2ccccc2)CC1
    -12.8, 10.9, 30.1, -21.5, -11.3, -9.4, -17.8, 4.5, -0.2
> CCN(CC)CCN(C(=O)c1ccc(N2C(=O)CCC2=O)cc1)c1nc2cc3c(cc2s1)OCCO3
    2.1, -0.3, 7.8, -7.2, -9.0, -0.5, -30.0, 1.6, 5.0
> CC1CC(C)CN(C(=O)c2cccc(NC(=O)CC3SC(N4CCCCC4)=NC3=O)c2)C1 (stereo not drawn)
    2.1, -2.4, 1.2, 2.7, -1.8, -5.1, -12.9, 3.3, 0.0
> CCn1cc(/C=C(\NC(=O)c2ccccc2)C(=O)NCCCN2CCOCC2)c2ccccc21
    -3.5, 0.9, -10.4, -0.7, -4.4, -3.6, -5.0, 0.5, 7.0
> O=S(=O)(NC1CCCCC1N1CCCCC1)c1ccc(Cl)cc1 (stereo not drawn)
    7.5, -1.0, 13.4, -2.6, -4.7, -1.2, -6.2, -1.3, -3.0
> COc1ccccc1C(=O)COC(=O)C1(C)CC1(Cl)Cl (stereo not drawn)
    1.2, 0.5, 26.1, -0.6, -0.8, 2.5, 2.8, 4.8, 19.8
> N/C(=N\OS(=O)(=O)c1ccc2ccccc2c1)c1ccncc1
    1.8, 0.1, 20.0, -0.7, 3.1, -0.6, 12.4, 4.2, -2.5
> O=C(COC(=O)CCCOc1ccccc1)NC1CCS(=O)(=O)C1 (stereo not drawn)
    1.0, 1.7, -6.8, 2.9, 1.0, -4.8, -3.8, 2.1, 6.2
> CC(C(=O)NCCC1=CCCCC1)N1C(=O)c2ccccc2C1=O (stereo not drawn)
    3.9, 0.8, 19.1, -0.6, -1.4, -2.4, -1.9, 12.7, -0.8
> CNC(=O)c1ccccc1-c1ccccc1
    7.8, -0.9, 3.0, -1.6, -3.2, 6.8, -12.3, 12.1, -11.5
> COCC(=O)N(C)[C@H]1C[C@H]2c3cc(Oc4ccccc4C)ccc3CCN2C(=O)[C@H]1[C@H](C)O
    3.6, 0.9, 20.9, 3.5, 2.7, -18.9, -30.0, 1.9, -5.5
> CC1(C(=O)NS(=O)(=O)c2cccc(F)c2)CCN1C(=O)Cc1cc(F)ccc1F (stereo not drawn)
    -0.3, nt, 7.2, 0.1, 1.5, nt, -3.0, 0.7, -0.1
> COc1cccc(-c2nc(-c3ccccc3)nc(N3CCN(C)CC3)c2C#N)c1
    -5.0, -1.1, 17.8, -3.1, -2.8, -5.0, 10.3, 6.9, -8.0
> COc1ccccc1C(CNC(=O)c1cccc(S(=O)(=O)N2c3ccccc3CC2C)c1)N(C)C (stereo not drawn)
    -47.2, -0.9, 11.3, -11.2, -16.2, 1.4, -14.4, 0.5, 77.8*
> COc1ccc(S(=O)(=O)N(C(=O)C(C)C)c2ccc3oc(=O)sc3c2)cc1
    1.4, -3.9, 29.4, -2.7, 4.8, 3.1, 0.3, 2.2, 1.9
> CCn1ccc(C(=O)Nc2ccc(S(=O)(=O)Nc3ccccc3OC)cc2)n1
    nt, 2.0, nt, nt, nt, -23.1, 10.4, 17.5, nt
> CC(OC(=O)c1ccc(C(C)(C)C)cc1)C(=O)NC1CCCCC1C (stereo not drawn)
    -3.8, -0.1, -16.1, 5.5, 7.3, -12.1, -30.3, -3.5, 3.9
> CSc1ccc(Cn2c(C)c(C(=O)NCc3cccc(C(F)(F)F)c3)sc2=O)cc1
    -11.9, nt, 23.6, -1.7, -0.6, nt, 32.5, 1.6, 1.5
> O=C(COC(=O)c1cccs1)Nc1cc(S(=O)(=O)N2CCOCC2)ccc1Cl
    4.1, 1.3, 14.3, 1.9, 0.4, -5.8, -8.6, 4.8, 11.8
> COc1cc(C(=S)N2CCOCC2)cc(OC)c1OC(=O)c1ccc(F)cc1
    1.3, 4.1, 11.4, -5.9, -8.7, 1.1, -2.8, 1.9, -3.3
> O=C(COc1ccccc1Cl)NCCNC(=O)c1ccccn1
    -2.1, -0.8, 4.2, -2.6, -2.6, 3.4, 7.4, -1.3, 9.5
> Cc1sc2ccccc2c1CNC[C@H]1O[C@@H](n2cnc3c(N)ncnc32)[C@H](O)[C@@H]1O
    4.5, -0.4, 12.0, -1.2, -0.1, -10.7, 5.2, 1.4, -11.3
> CC1CCCN(S(=O)(=O)c2ccc(S(=O)(=O)N3CCCC3)cc2)C1 (stereo not drawn)
    7.5, -0.6, 15.6, -2.8, 6.6, -0.2, -16.1, 7.8, -6.7
> CC(C)N(C(=O)[C@H]1C[C@H](CC(=O)NCc2cccc(C(F)(F)F)c2)C(=O)N2CCc3c([nH]c4ccc(Cl)cc34)[C@]12C)C(C)C
    0.9, 2.0, 18.5, -0.7, 7.5, 4.3, 9.3, 0.7, -8.3
> CCc1ccccc1NC(=O)CCS(=O)(=O)c1ccc(C)cc1
    -7.8, -8.8, 22.8, -1.6, -1.5, -1.7, -13.6, 5.9, 8.0
> CCOCc1nnc(NC(=O)c2c(OC)cccc2OC)s1
    -3.1, -0.3, 19.3, -1.4, 3.8, 3.2, -4.5, 13.2, 0.2
> Cc1cccc(C)c1NC(=O)C1CCCN1S(=O)(=O)c1ccc2c(c1)n(C)c(=O)c(=O)n2C (stereo not drawn)
    -10.6, 0.2, -9.6, -2.0, -5.1, 3.6, nt, nt, 3.1
> CC(C)(C)C1CCC(=NNC(=O)CN(c2ccccc2)S(C)(=O)=O)CC1 (stereo not drawn)
    -6.3, 0.5, 3.9, -1.2, 0.0, -3.2, 14.5, 1.9, 3.7
> O=C(Nc1cccc(F)c1)c1cccnc1
    6.4, 4.3, -23.6, 1.3, 0.9, 6.3, -14.9, 3.4, -4.1
> O=C(COc1ccc2ccccc2c1)NNC(=O)c1ccccc1
    -4.2, -0.9, -5.7, -1.9, -4.8, -3.0, 11.4, 3.0, 8.5
> Cc1ccc2c(c1)-c1nc3ccccc3cc1C2=NC1CCCCC1
    -1.7, 0.9, 16.3, -1.1, -2.0, -63.2, -6.8, 4.1, 4.0
> COc1cccc(C2CC(=O)NC3=C2C(=O)CCC3)c1 (stereo not drawn)
    -3.1, 0.5, 17.5, -4.0, 4.8, 8.3, 0.1, 4.4, -1.9
